Screening data: PubChem BioAssay, several laboratories
Peg3 prom inh: reduces Peg3 promoter-driven luciferase expression in HeLa | HeLa PEG-Prom luciferase reporter, luminescence, overnight | 360,000 tested, 1.7% active | inhibition, % at 20 µM;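 active = inhibition of at least 50% at 20 µM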
NR2E3 ag-1: agonists of human NR2E3 nuclear receptor; Q9Y5X4; CHO-S Gal4-NCOR/VP16-NR2E3 two-hybrid, luciferase; inhibition of corepressor binding, % at 3.98 µM; 360,000 tested, 0.35% active; AID 602229;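 active = inhibition above the mean of all tested compounds plus 3 SD, cut at about 70% in these data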;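 note: 0% = DMSO with NR2E3 transfected cells and 100% = cells lacking NR2E3 construct; higher means lower luciferase signal from less NR2E3 corepressor binding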
Target sequence (Q9Y5X4 whole entry, looked up, the tested form may be a part): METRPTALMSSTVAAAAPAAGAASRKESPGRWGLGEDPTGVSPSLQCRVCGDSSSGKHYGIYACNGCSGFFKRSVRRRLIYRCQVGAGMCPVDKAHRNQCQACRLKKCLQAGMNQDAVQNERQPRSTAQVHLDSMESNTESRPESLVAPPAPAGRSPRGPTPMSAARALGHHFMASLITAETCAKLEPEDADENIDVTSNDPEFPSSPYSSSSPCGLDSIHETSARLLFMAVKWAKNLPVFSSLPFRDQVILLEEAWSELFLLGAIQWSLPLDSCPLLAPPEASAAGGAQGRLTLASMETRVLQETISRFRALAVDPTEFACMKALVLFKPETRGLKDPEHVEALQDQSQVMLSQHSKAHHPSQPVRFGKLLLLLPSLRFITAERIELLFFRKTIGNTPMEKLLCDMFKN
HIF-2a inh: blocks HIF-2a reporter activity; 786-0 RCC cells HIF-2a reporter, luciferase luminescence, overnight; inhibition, % at 18.8 µM; 360,000 tested, 0.72% active;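 active = inhibition of the luminescence signal of 40% or more relative to plate controls, in a single-dose primary screen at 18.75 µM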
CaV13 FRET inh: Disruptors of the CACNA1D IQ motif to Ca2+-dependent inactivation inhibitor domain association, primary screening, Förster resonance energy transfer in intact living …; inhibition, % at 12.3 µM; 340,000 tested, 0.098% active; AID 743397; HEK cells, CFP/YFP FRET ICDI-IQ, plate reader, 10 min; percent FRET-ratio fall versus neutral wells;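 active = mean replicate inhibition of at least 30% and at least 1% of replicates passing that level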;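 note: 0% = median of the neutral control wells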
KKLEB cytotox: CF airway cell cytotoxicity counter-screen | KKLEB CF airway cells viability, ATPlite luminescence, overnight; hits give low values; cells stimulated with P. aeruginosa culture filtrate | activity change (cytotoxicity), % at 5 µM | 360,000 tested, 0.36% active | AID 602141;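 active = corrected activity change at or below -50% at 5 µM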
CF NFkB block: inhibitors of cystic fibrosis induced NF-kB; 360,000 tested, 0.86% active; inhibition, % at 5 µM; KKLEB NF-kB-GFP reporter, PAF-induced, GFP fluorescence overnight; AID 588850;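 active = at least 50% inhibition at 5 µM, scaled per plate between neutral and stimulator controls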;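 note: PAF is a Pseudomonas aeruginosa culture filtrate used as stimulus; plate controls were PAF-stimulated DMSO wells for no effect and unstimulated DMSO wells for full effect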
Vif imaging: inhibitors of HIV Vif | HEK293T cells, Vif self-association by quenched fluorescence, imaging, 24 h | inhibition, % at 7.49 µM | 340,000 tested, 0.35% active | AID 602346; in the data active = inhibition above about 50%, passing the limit was not always enough; note: some results filed as inactive read as strong as hits
PDI inh: inhibitors of human protein disulfide isomerase | P07237 | PDI insulin aggregation turbidity, A650, 90 min | inhibition, % at 10 µM | 350,000 tested, 0.052% active | AID 588391;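 active = mean inhibition across replicates of 30% or more, whatever share of single replicates reach that level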;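 note: absorbance from insulin aggregation driven by PDI reduction with DTT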
Target sequence (P07237 whole entry, looked up): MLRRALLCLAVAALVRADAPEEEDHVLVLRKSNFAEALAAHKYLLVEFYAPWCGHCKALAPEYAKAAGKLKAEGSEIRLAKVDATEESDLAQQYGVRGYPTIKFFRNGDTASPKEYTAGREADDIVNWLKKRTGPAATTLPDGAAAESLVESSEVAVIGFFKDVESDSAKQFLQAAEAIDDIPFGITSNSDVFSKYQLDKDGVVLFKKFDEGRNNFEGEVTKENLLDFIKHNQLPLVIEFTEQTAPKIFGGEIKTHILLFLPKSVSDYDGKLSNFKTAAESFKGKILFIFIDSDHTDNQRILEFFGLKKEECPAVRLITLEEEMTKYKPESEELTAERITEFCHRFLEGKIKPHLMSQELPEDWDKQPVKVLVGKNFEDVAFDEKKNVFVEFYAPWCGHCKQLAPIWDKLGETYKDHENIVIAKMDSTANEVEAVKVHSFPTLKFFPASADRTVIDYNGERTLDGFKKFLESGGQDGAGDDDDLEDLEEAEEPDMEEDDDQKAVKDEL
NR2E3 ag-2: NR2E3 (human) agonism. Q9Y5X4. 320,000 tested, 0.12% active. GST-NR2E3/biotin-RetCOR TR-FRET, 1536-well. AID 2300. inhibition of corepressor binding, % at 4.78 µM;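 active = percent inhibition above the cutoff of mean plus 3 SD of all tested compounds, set per screening campaign, cut at about 20% in these data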;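 note: 0% = DMSO wells and 100% = biotin wells as full block of FRET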
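System: GST-tagged NR2E3 plus biotinylated RetCOR corepressor; Buffer or medium: pH 7.5 Tris-based buffer; Probe or stimulus: RetCOR corepressor, biotinylated, 7 nM; Doses: compound at 4.8 µM, single dose; Schedule: 5 h incubation at 4 °C; Technique: time-resolved FRET; Evaluation: percent inhibition of TR-FRET ratio; Replication: one well per compound, singlicate testing.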
TRPM1 prom inh: inhibitors of MITF-driven TRPM1 promoter in melanoma cells. SK-MEL-5 TRPM1 promoter luciferase, 24 h. inhibition, % at 12.5 µM. 330,000 tested, 0.83% active;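 active = mean inhibition across replicates of 60% or more, whatever share of single replicates reaches that level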; note: values of inactives mirror those of a sister screen read the other way
Shn3 3UTR inh: inhibitors of Schnurri-3 3'UTR reporter in osteoblasts. Clone20 osteoblast Shn3 3'UTR firefly luciferase, 24 h. inhibition, % at 12.5 µM. 360,000 tested, 0.52% active. AID 588674;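 active = mean inhibition of at least 75% with every replicate also reaching 75%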;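 note: 0% = median of neutral control wells and 100% = pilot-screen positive control compound; some compounds past the cut are filed as inactive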
An asterisk follows results filed as active; . = no result given. Rows were taken by chance, and some 3.3% of all compounds hit somewhere here.

SMILES	Peg3 prom inh	NR2E3 ag-1	HIF-2a inh	CaV13 FRET inh	KKLEB cytotox	CF NFkB block	Vif imaging	PDI inh	NR2E3 ag-2	TRPM1 prom inh	Shn3 3UTR inh
CCCc1nnc(NC(=O)C2CCCO2)s1 (stereo not drawn)	-54	-27	-73	-5	-2	0	-14	3	-2	-12	-8
Cc1ccc(/C=N/N=C2/NC(=O)C(CC(=O)N3CCOCC3)S2)cc1 (stereo not drawn)	8	-14	10	-7	3	-1	4	0	3	2	.
COc1ccc(OCc2nnc(SC(C)C(=O)Nc3nccs3)n2-c2ccccc2)cc1 (stereo not drawn)	17	12	33	-9	0	12	-8	-8	2	6	26
COc1cc(OC)c(OC)cc1/C=N/Nc1ccc(Cl)nn1	-6	-32	10	-2	-5	6	-9	15	.	0	-2
Cc1ccc(-c2csc3ncnc(Nc4ccc(N5CCOCC5)cc4)c23)cc1	12	-18	33	-5	-10	22	-1	3	0	-1	11
O=C(CNC(=O)c1ccccc1Br)NCC(c1ccco1)N1CCCCC1 (stereo not drawn)	2	-10	17	-6	-3	11	-11	1	.	-11	8
Fc1ccccc1COc1ccc(C(=S)N2CCCC2)cc1	-159	-105	-100	0	8	-21	-5	5	3	-81	-16
COCCNC(=O)C1(C)CCCN(C(=O)c2ccc(C(F)(F)F)cc2)C1 (stereo not drawn)	8	1	9	-5	2	3	-2	11	.	.	-23
CC(=O)NNC(=O)c1nc(-c2ccccc2)c(C)o1	0	-12	1	-4	-1	7	-11	-2	0	6	1
O=C(O)c1ccccc1C(=O)Nc1cc(C(F)(F)F)ccc1N1CCCC1	-1	0	10	-19	0	-1	-5	-5	1	14	4
CC(C)(O)C(=O)NN(C(=O)c1ccccc1)c1ccc2ccccc2c1	-14	-30	-57	.	-4	10	.	-6	2	2	-13
CCn1c(=O)c(C(=O)Nc2ncccc2C)c(O)c2ccccc21	2	-7	3	-16	-4	3	0	-10	2	-13	7
CCCNC(=O)Cn1nc([N+](=O)[O-])c([N+](=O)[O-])c1C	15	-26	12	-6	-7	-3	5	-6	0	6	-6
COc1ccc(S(=O)(=O)N(C)c2ccc(C(=O)Nc3cccnc3)cc2)cc1	13	-61	18	-2	-3	19	-1	-2	2	-7	12
O=C(OCCOc1cccc(Cl)c1)c1cc(S(=O)(=O)N2CCOCC2)ccc1F	-11	-12	8	-6	27	-28	0	2	2	-5	5
COCCCNC(=O)C[C@H]1C[C@H](C(=O)N2CCCCC2)[C@@]2(C)c3[nH]c4ccc(Cl)cc4c3CCN2C1=O	4	-1	15	-7	9	6	-14	-1	.	15	-6
COc1ccc([N+](=O)[O-])cc1-c1[nH]c(-c2ccc(C(=O)O)cc2)nc1-c1ccccc1	1	-9	10	-5	-2	31	1	7	-2	-3	5
COc1ccc(CCNC(=O)Cn2cnc3c(cnn3-c3ccccc3Cl)c2=O)cc1OC	9	-8	1	-7	-9	2	-4	4	-3	5	-4
COC(=O)c1ccc(C(=O)OC)c(NC(=O)Cc2cccs2)c1	-22	2	-24	-1	-4	7	-5	-2	.	.	37
Cc1ccc(NS(=O)(=O)c2ccc(NC(=O)c3cccc(NC(=O)C(C)C)c3)cc2)cc1	20	13	5	.	7	-16	-12	10	4	9	30

Quoted at random: two compounds from above
SMILES	Peg3 prom inh	NR2E3 ag-1	HIF-2a inh	CaV13 FRET inh	KKLEB cytotox	CF NFkB block	Vif imaging	PDI inh	NR2E3 ag-2	TRPM1 prom inh	Shn3 3UTR inh
O=C(CNC(=O)c1ccccc1Br)NCC(c1ccco1)N1CCCCC1 (stereo not drawn)	2	-10	17	-6	-3	11	-11	1	.	-11	8
O=C(OCCOc1cccc(Cl)c1)c1cc(S(=O)(=O)N2CCOCC2)ccc1F	-11	-12	8	-6	27	-28	0	2	2	-5	5

Carrying on:
SMILES	Peg3 prom inh	NR2E3 ag-1	HIF-2a inh	CaV13 FRET inh	KKLEB cytotox	CF NFkB block	Vif imaging	PDI inh	NR2E3 ag-2	TRPM1 prom inh	Shn3 3UTR inh
c1ccc(-c2cc3c(N4CCCC4)ncnc3s2)cc1	-24	14	-19	4	-14	18	-3	-1	1	4	-19
COc1ccc(NS(=O)(=O)c2cccc(C(=O)N/N=C(/C)c3ccc(-n4ccnc4)cc3)c2)cc1	10	5	13	-6	1	-34	1	-2	.	5	-5
CCN=C1SC(CC(=O)NCCc2ccc(OC)cc2)C(=O)N1CC (stereo not drawn)	9	6	11	-5	-1	5	-5	-7	-3	-3	0
Nn1cnc2scc(-c3cccs3)c2c1=O	-2	-6	4	-2	-4	14	1	-33	5	5	-3
O=C(COc1ccc2c(c1)OCO2)NCc1cccs1	-49	-5	-66	-6	20	-17	14	-2	.	-6	-6
CC1CC(C)CN(S(=O)(=O)c2ccc3c(c2)CCN3C(=O)CCC(=O)O)C1 (stereo not drawn)	10	2	12	.	-2	-24	-2	7	-2	7	4
COc1ccc(CNc2nc(SCc3cc(=O)n4cc(Cl)ccc4n3)nc3ccccc23)cc1	18	-11	12	-4	-10	-6	6	6	2	-3	21
CCN(CC)S(=O)(=O)c1ccc(Cl)c(NC(=O)COC(=O)C2CCCCC2)c1	5	18	4	-5	-4	11	-3	2	-2	1	1
O=C(COC(=O)COc1ccccc1)Nc1ccccc1OC(F)F	7	-18	-12	.	-2	-6	11	3	5	1	-11
O=C(O)CCC(=O)N1CCc2c([nH]c3ccccc23)C1C(F)(F)F (stereo not drawn)	4	-9	18	-4	8	0	-6	3	7	-4	-10
CCOC(=O)c1[nH]c2cc3c(cc2c1NC(=O)CN1CCC(C)CC1)OCO3	14	-1	16	-2	-7	-1	-11	1	2	-9	10
Cc1cc(C)nc(SC2CCCCC2O)n1 (stereo not drawn)	15	19	-9	-4	4	-4	-3	-10	5	9	7
N=c1sccn1CC(=O)Nc1cc(S(=O)(=O)N2CCCC2)ccc1Cl	5	-13	14	6	-1	6	-1	-2	2	-2	7
COCCN(C(=O)COC(=O)Cc1cccc(OC)c1)c1c(N)n(CC(C)C)c(=O)[nH]c1=O	-8	-2	-4	-6	11	18	-10	-7	1	-4	7
N/C(CSc1ccc(Cl)cc1)=N\NC(=O)c1ccncc1	8	-24	16	-5	-2	4	0	-1	1	-3	-4
O=[N+]([O-])c1cccc(CSc2nnc(Cc3ccccc3)n2-c2ccc(F)cc2)c1	20	14	17	-3	-8	9	4	10	4	-8	-7
Nc1cc(=O)[nH]c(SCc2ccc(Cl)cc2)n1	11	-22	-4	-7	2	-12	3	2	-2	6	15
C[C@@]12C(=O)Nc3ccc(Cl)cc3C(=O)N1[C@H]1c3cc(Br)ccc3OC[C@@H]1[C@@H]2c1ccccc1	-5	3	18	-9	-26	40	2	13	.	7	7
COc1cc(C2/C(=C(/O)c3ccc(F)cc3)C(=O)C(=O)N2CCCC(=O)O)ccc1O (stereo not drawn)	-1	-1	15	-5	0	-3	33	-5	3	7	16
CCC(=O)Nc1cccc(-c2nc3ccccc3o2)c1	-54	-86	-194	-5	16	-17	-3	0	2	-13	-13
CN(C)Cc1csc(NC(=O)Nc2ccccc2C(C)(C)C)n1	-5	-5	4	-6	6	14	.	4	.	.	6
COc1ccc2c(c1)CC(N1CCN(C)CC1)c1cc(OC)ccc1S2 (stereo not drawn)	69*	4	11	-3	-15	25	-17	14	-1	1	-29
O=C(c1ccc([N+](=O)[O-])cc1)N(c1ccccn1)c1ccccn1	2	-28	11	-2	2	12	-2	-2	-1	12	-7
CCS(=O)(=O)C1=NN2C(=N)/C(=C\c3ccc(SCc4ccco4)o3)C(=O)N=C2S1	-4	-50	-25	-4	2	-3	2	-42	.	-16	9
CN(Cc1ccccc1F)C(=O)CNC(=O)Cc1cccc2ccccc12	-2	-14	13	-3	1	1	5	-2	2	0	-8
Cc1ccccc1CSc1nc2n(n1)C(c1cccs1)C1=C(CCCC1=O)N2 (stereo not drawn)	22	9	39	.	-14	7	-1	1	2	-5	18
CCCN1CCN(CCCNC(=O)c2ccc3nc(N4CCC(C)CC4)sc3c2)CC1	-138	-104	-1	-7	-5	14	7	14	5	.	-60
N#C/C(=C/c1cn(-c2ccccc2)nc1-c1cccc(S(=O)(=O)N2CCOCC2)c1)C(=O)NCc1ccco1	9	-16	9	-5	-57*	51*	-7	0	-4	5	18
CCOCCCNC(=O)c1cn(C)c2ccc(S(=O)(=O)N3CCCCC3)cc2c1=O	-8	16	13	-6	-10	14	2	0	-5	4	-6
O=C(CCCCCN1C(=O)c2ccccc2C1=O)Nc1ccc(F)cc1	8	8	19	-4	14	1	-13	-1	3	6	10
NC(=O)C1=C[C@@H](c2csc3ccccc23)C[C@@H](OCc2ccc(CO)cc2)O1	8	-1	27	-4	-6	35	.	-7	-1	2	1
CCc1c(O)c(-c2ccccc2)c(=O)n(-c2ccccn2)c1-c1ccccc1	3	-33	19	-4	-7	2	-2	16	0	0	-17
CCOC(=O)c1ccc(NC(=O)C2=C(C)Nc3nc(CCCO)nn3C2c2ccc(OC)cc2)cc1 (stereo not drawn)	10	0	13	.	6	-2	21	-3	0	-15	-3
CC(C)CN1CCC(=O)N([C@H](COc2ccccc2)c2ccccc2)CC1	-14	-8	2	-5	-3	4	.	3	-1	-1	4
COc1ccc(C2=NOC(C(=O)Nc3cc(C)on3)C2)cc1 (stereo not drawn)	-9	-5	11	-5	5	-8	7	18	1	5	-8
Cc1nc(C)c(CC(=O)N/N=C/c2ccc(O)cc2)c(=O)[nH]1	4	-2	6	-5	6	-4	21	-4	-3	-8	-15
Cc1ccc(Cn2nnc3c(=O)[nH]c(C4CCN(C(=O)Cc5cccs5)CC4)nc32)cc1	11	-16	30	-9	1	22	-13	7	0	4	8
COC(=O)C(NC(=O)c1ccco1)(Nc1ccc(Br)cn1)C(F)(F)F (stereo not drawn)	10	-18	9	.	2	26	-26	-5	1	-1	-13
CC(=O)c1ccc(NC(=O)[C@@H]2CCCN2C2=NS(=O)(=O)c3ccccc32)cc1	-30	7	-193	-6	-6	8	-6	0	-2	4	-24
CN(Cc1ccco1)c1ncnc2ccc(-c3ccc4c(ccn4C)c3)cc12	-26	-16	-37	-24	-25	44	6	-6	1	28	2
O=C(Cc1ccccc1)NC(=S)Nc1ccc2oc(-c3ccccc3F)nc2c1	-276	-38	-192	-7	1	7	-2	16	4	-121	-51
Cc1ccc(S(=O)(=O)Cn2nnnc2C(C)N2CCN(C(=O)c3ccco3)CC2)cc1 (stereo not drawn)	11	-17	1	-9	6	1	-3	17	1	7	5
O=C(C1CC(=O)N(c2ccccc2)C1)N1CCC(c2nc3ccccc3[nH]2)CC1 (stereo not drawn)	5	-28	0	-4	14	-21	1	-3	1	3	-11
CCCOP(=O)(c1ccc(N(C)C)cc1)C(O)c1ccc(N(C)C)cc1 (stereo not drawn)	6	-11	14	-4	3	-15	-8	0	1	1	1
Cc1[nH]c(=O)[nH]c(=O)c1CSCC(=O)OCC(=O)Nc1ccccn1	6	12	7	-6	0	-23	-3	-3	2	-4	7
